# Screening data deposited in PubChem by National Center for Advancing Translational Sciences (NCATS).
# RXFP1 agonist – qHTS Assay for Agonists of the Relaxin Receptor RXFP1; Relaxin receptor 1 (Homo sapiens), Q9HBX9; HEK293T-RXFP1 cAMP TR-FRET, 30 min; response scale: percent of porcine relaxin response, buffer zero; Potency, µM (doses to about 57.5 µM), without a hit: at the highest dose activation, most hits filed as activators; hit rate 0.3% among 370,000; AID 2676, 2010; active = well fitted activation curve with a large enough effect; inconclusive = small, poorly fitted or top-dose-only effect; note: potency is the fitted concentration of half-maximal effect; % is set by controls: 0 for no effect and ±100 for the full control effect; nearly all actives have a fitted effect of over 60% in size; many of its hits are not listed in these tables
#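 HEK293T cells stably expressing RXFP1 were pretreated with the PDE4 inhibitor Ro 20174, exposed to compounds for 30 min at 37C, lysed, and cAMP was read by TR-FRET. Data normalized to buffer (basal) and 29 nM porcine relaxin (100%).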
# D1 antagonist – Antagonist of Human D 1 Dopamine Receptor: qHTS; activity change, negative = inhibition, % at 10 µM; HEK293 TREx D1 cells, calcium flux, dopamine EC80; active compounds read low; hit rate 3.2% among 360,000; in the data active = activity change below about -30%; note: % is set by controls: 0 for no effect and ±100 for the full control effect
# Target sequence (P21728 whole entry, looked up): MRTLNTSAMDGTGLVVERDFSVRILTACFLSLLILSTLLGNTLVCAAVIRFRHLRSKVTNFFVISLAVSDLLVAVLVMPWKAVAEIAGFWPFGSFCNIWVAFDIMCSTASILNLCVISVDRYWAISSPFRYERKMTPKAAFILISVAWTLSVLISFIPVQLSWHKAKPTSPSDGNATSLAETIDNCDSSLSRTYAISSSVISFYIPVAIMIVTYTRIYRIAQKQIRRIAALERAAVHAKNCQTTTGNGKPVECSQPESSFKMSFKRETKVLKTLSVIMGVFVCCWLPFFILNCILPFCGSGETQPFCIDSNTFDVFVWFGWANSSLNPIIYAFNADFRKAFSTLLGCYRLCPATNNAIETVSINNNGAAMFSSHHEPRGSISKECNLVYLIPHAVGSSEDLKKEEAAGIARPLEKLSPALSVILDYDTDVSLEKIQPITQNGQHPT
#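 Compound effects on dopamine-evoked calcium signalling were measured in tetracycline-induced HEK293 Trex D1 cells. Dopamine at EC80 followed a 180 s compound pre-read, and fluorescence was tracked kinetically for 180 s more.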
# D1 ag – Allosteric Agonists of the Human D1 Dopamine Receptor: qHTS | D(1A) dopamine receptor (Homo sapiens), P21728 | HEK293 T-REx D1 cells, calcium flux, agonist mode | activation, % at 2 µM | hit rate 1% among 360,000; in the data active = activation above about 30%; note: 0% is about no effect
#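 Inducible HEK293 T-REx D1 cells, force-coupled to calcium signalling, were plated at 4000 cells/well with tetracycline and held overnight at 30 C. After no-wash calcium dye loading, compound-evoked calcium rise over 180 s flagged agonists.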
# D2 potentiator – HTS Assay for Positive Allosteric Modulators of the Human D2 Dopamine Receptor: Primary Screen for Potentiators. HEK293 T-REx D2, calcium flux, EC20 dopamine potentiation. hit rate 0.34% among 340,000. potentiation, % at 10 µM. D(2) dopamine receptor (Homo sapiens), P14416. AID 485347, 2010;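 active = potentiation over 3 SD above the plate norm, cut at about 30% in these data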; note: 0% is about no effect
# Target sequence (P14416 whole entry, looked up): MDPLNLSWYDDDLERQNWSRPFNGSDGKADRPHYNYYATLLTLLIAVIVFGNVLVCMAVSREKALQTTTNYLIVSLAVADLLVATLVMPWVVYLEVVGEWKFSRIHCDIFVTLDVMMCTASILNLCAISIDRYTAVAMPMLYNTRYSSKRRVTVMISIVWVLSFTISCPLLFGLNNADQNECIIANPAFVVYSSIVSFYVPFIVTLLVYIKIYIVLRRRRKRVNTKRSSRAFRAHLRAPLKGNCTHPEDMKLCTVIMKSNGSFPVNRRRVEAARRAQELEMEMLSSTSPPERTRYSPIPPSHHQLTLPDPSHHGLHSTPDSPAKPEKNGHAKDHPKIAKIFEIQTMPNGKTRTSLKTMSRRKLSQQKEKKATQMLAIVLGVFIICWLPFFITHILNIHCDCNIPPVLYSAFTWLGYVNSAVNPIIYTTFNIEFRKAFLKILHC
#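 Using a no-wash calcium dye in inducible, force-coupled HEK293 Trex cells expressing D2, we tracked fluorescence each second for 180 s after compound, then for 180 s after EC20 dopamine to detect augmented signalling.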
# D2 agonist – HTS Assay for Allosteric Agonists of the Human D2 Dopamine Receptor: Primary Screen for Agonists; D(2) dopamine receptor (Homo sapiens), P14416; HEK293 T-REx D2 cells, calcium flux agonist mode; activation, % at 2 µM; hit rate 0.53% among 340,000;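 active = activation over 3 SD above normal in the single-dose calcium agonist read, cut at about 30% in these data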; note: 0% is about no effect
#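 Tetracycline-induced HEK293 T-REx cells with force-coupled D2 receptor, plated overnight at 30 C, loaded with no-wash calcium dye. After a 10 s baseline, compound was pin-added and calcium flux read kinetically for 180 s; calcium rises flagged agonists.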
# TRHR PAM – qHTS for Small Molecule Agonists and Allosteric Enhancers of Human TRH Receptor: Primary Screen for Enhancers. TRHR cells, fluo-8 calcium fluorescence, EC20 TRH enhancement. hit rate 0.66% among 360,000. AID 493056, 2011. Thyrotropin-releasing hormone receptor (Homo sapiens), P34981. enhancement, % at 2 µM; in the data active = enhancement above about 30%; note: 0% is about no effect
#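 Enhancer read-out: after compound pinning and an initial kinetic agonist-mode read, an EC20 of TRH (10 nM final) was injected and fluo-8 calcium signal (Ex 480/Em 530) followed at 1 s/cycle for 100 cycles in TRHR-expressing cells.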
# D1 PAM – Potentiators of Human D1 Dopamine Receptor: qHTS; potentiation, % at 10 µM; hit rate 0.036% among 360,000; D(1A) dopamine receptor (Homo sapiens), P21728; HEK293 TREx D1 cells, calcium flux, dopamine EC20 potentiation; in the data active = potentiation above about 30%; note: 0% is about no effect
# RXFP1 antagonist – qHTS Assay for Antagonists of the Relaxin Receptor RXFP1; HEK293-RXFP1, relaxin-stimulated cAMP HTRF, 30 min; active compounds read low; activity change, negative = inhibition, % at 57.5 µM; hit rate 0.59% among 350,000; AID 1259400, 2018;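 active = activity change of -60% or lower, but not beyond a set lower limit; inconclusive = change between -60% and -40%, or beyond the set limit; inactive = change above -40%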; note: % is set by controls: 0 for no effect and ±100 for the full control effect
# D2 antag – HTS Assay for Allosteric Antagonists of the Human D2 Dopamine Receptor: Primary Screen for Antagonists. hit rate 2% among 340,000. inhibition, % at 10 µM. HEK293 TREx D2 cells, calcium flux, dopamine EC80. AID 485344, 2010; in the data active = inhibition above about 30%; note: 0% is about no effect
#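 Antagonism is scored as inhibition of an EC80 dopamine-evoked calcium signal in a force-coupled, tetracycline-inducible HEK293 T-REx D2 line, with compound present 180 s before agonist.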
# Active calls of the source: *; ? = inconclusive; . = not tested or not shown; & = joins results of further samples.
SMILES,RXFP1 agonist,D1 antagonist,D1 ag,D2 potentiator,D2 agonist,TRHR PAM,D1 PAM,RXFP1 antagonist,D2 antag
Cc1nnc(SCC(=O)NC2CCCC2)n1-c1ccccc1,3.0%,-5,1,-6,0.3,1,-4,1,9
COc1cc(CN2CCN(c3ncccn3)CC2)cc(OC)c1,-0.4%,-1,1,-22,88*,-4,-5,1,87*
COC(=O)c1ccccc1NC(=S)N(Cc1ccc2c(c1)OCO2)Cc1cc2cc(C)ccc2[nH]c1=O,-0.4%,13,6,-5,-1.1,1,11,-2,3
CCCC(C)C(=O)Nc1nnc(C)s1 (configuration not stated),0.5%,4,1,-6,.,-1,-3,6,.
Cc1cc(OCC(=O)Nc2ccc3oc(-c4ccncc4)nc3c2)ccc1Cl,1.4%,2,2,13,-0.1,1,-7,-5,-2
CCOC(=O)Cc1csc(-n2sc3ccccc3c2=O)n1,?,-6,12,-2,1.7,-5,-3,.,-8
Cc1nnc(SCc2ccc(Cl)c(Cl)c2)s1,-0.3%,-4,0,0,0.5,1,3,-9,17
O=C(CCCc1nc(-c2ccccc2)no1)Nc1cccnc1,1.2%,-17,6,.,.,9,-10,-8,.
CC/C(=C\c1oc2cc3ccccc3cc2[n+]1CC)Nc1ccccc1,2.4%,1,2,4,-0.7,4,0,-11,-5
Cc1ccccc1-n1ncc(C(C)NS(=O)(=O)c2ccccc2Cl)c1C (configuration not stated),-0.4%,16,8,.,.,-3,-5,-17,.
COc1ccccc1CNC(=O)C1CCN(S(=O)(=O)c2ccc(-n3cnnn3)cc2)CC1,1.0%,-39*,5,.,-2.9,-2,-7,-21,-6
Cc1ccc(NC(=O)c2cc(=O)c3ccccc3o2)cc1,-7.1%,12,3,4,-0.2,4,4,-8,-10
Cc1ccc2c(c1)N(C(=O)N1CCC(C(=O)Nc3cccc(F)c3)CC1)CCO2,0.3%,7,-1,4,-0.4,2,1,-16,.
NC(=O)C1CCN(CC(=O)N2N=CCC2c2ccccc2)CC1 (configuration not stated),2.0%,0,2,4,-0.3,-3,7,-3,4
CCCCC(CC)CNC(=O)CN(C)S(=O)(=O)c1ccc2c(c1)c(=O)n(C)c(=O)n2C (configuration not stated),1.7%,12,1,.,0.3,-7,3,.,.
COc1cccc(N2C(=O)CN(Cc3ccc(OC)c(OC)c3)C2=S)c1,-1.7%,-2,6,.,.,4,0,1,.
CC(=O)c1cccc(NC(=O)CCc2nc3cccnc3n2Cc2cccs2)c1,-2.7%,-13,-2,0,-1.1,-3,-3,-12,.
CC(=O)c1sc(NC(=O)CCS(=O)(=O)c2ccc(Cl)cc2)nc1C,12%,-15,7,-2,-1.9,14,-1,-1,-13
COc1ccc(NS(=O)(=O)c2cn(C)cn2)cc1,0.9%,-3,2,-3,0.6,-7,2,-8,3
Cn1c2c(c(=O)c3ccccc31)CCCC2,6.6%,-19,0,15,0.4,9,0,11,-2
CC(=O)N1CCc2c(sc(NC(=O)CSc3ccc(C)cc3)c2-c2nc3ccccc3s2)C1,17%,.,-1,-1,.,3,-2,-12,.
O=C(Nc1cc(S(=O)(=O)N2CCOCC2)ccc1N1CCCC1)c1cccnc1Cl,1.4%,-9,-1,-3,0.6,1,-2,-21,0
Cc1ccc(S(=O)(=O)N2CCc3c2cc([N+](=O)[O-])cc3[N+](=O)[O-])cc1,2.2%,3,2,-8,0.4,-9,-1,-2,1
Cc1ccc(CN2CCNC(=O)C2CC(=O)NCCCn2cccn2)o1 (configuration not stated),-0.2%,-5,4,-23,23,1,-2,-5,9

# Individual results from the list.
# `COc1cccc(N2C(=O)CN(Cc3ccc(OC)c(OC)c3)C2=S)c1` | D1 PAM = 0
# `COC(=O)c1ccccc1NC(=S)N(Cc1ccc2c(c1)OCO2)Cc1cc2cc(C)ccc2[nH]c1=O` | RXFP1 agonist = -0.4%
# `Cc1nnc(SCc2ccc(Cl)c(Cl)c2)s1` | D1 ag = 0
# `O=C(CCCc1nc(-c2ccccc2)no1)Nc1cccnc1` | TRHR PAM = 9

# Following part.
SMILES,RXFP1 agonist,D1 antagonist,D1 ag,D2 potentiator,D2 agonist,TRHR PAM,D1 PAM,RXFP1 antagonist,D2 antag
COc1ccccc1Cn1cc(C(=O)c2ccccc2)c(=O)c2cc(OC)c(OC)cc21,-1.1%,7,2,17,4.5,-4,5,-8,.
Cc1cnc(C(=O)OCC(=O)Nc2cccc(S(=O)(=O)N3CCCCC3)c2)cn1,3.2%,-1,3,8,-0.1,2,3,5,-22
Cc1ccc(S(=O)(=O)N2CCCC2C(=O)Oc2ccccc2)cc1 (configuration not stated),3.2%,-21,13,-3,-1.5,-1,-8,1,1
CC(=O)C1=C(C)NC(SCC(N)=O)=C(C#N)C1c1sccc1C (configuration not stated),0.4%,-7,1,9,0.1,-1,-6,0,0
N#Cc1ccccc1S(=O)(=O)N1CCN(CC(=O)Nc2ccccc2C(=O)NC2CC2)CC1,1.4%,4,-1,6,-0.5,-9,-5,-5,-2
CCC1CCCCN1CC(=O)c1c(C)[nH]c2ccccc12 (configuration not stated),0.8%,-23,5,-5,0.5,3,-6,?,-7
Cc1ccccc1S(=O)(=O)Nc1ncnc2scc(-c3ccccc3)c12,0.1%,-1,3,-3,-0.4,6,2,-3,6
CC(C#N)Sc1ccc(S(=O)(=O)N2CCCC2)cn1 (configuration not stated),2.6%,3,0,-4,0.6,8,-3,5,12
O=C1c2ccccc2C(=O)c2c(Nc3ccc(CCO)cc3)ccc(O)c21,-20%,-23,2,-4,1.2,-4,-5,-3,19
CCOC(=O)C1CCN(C(=O)CN2c3ccc(CC)cc3-c3ccccc3S2(=O)=O)CC1,-2.8%,-33*,6,10,-2.2,8,-1,4,.
COc1ccc(Cl)cc1NC(=O)CN(C)C(=O)c1cc2c(s1)CCC(C)C2 (configuration not stated),0.9%,13,9,-2,0.4,4,-5,-27,7
COc1ccc(OC)c(C(=O)NC(CC(N)=O)c2ccc(NCC3CC3)c([N+](=O)[O-])c2)c1 (configuration not stated),0.2%,-4,1,5,-0.6,20,-5,.,-23
COCCCN1C(=O)C(=O)/C(=C(/O)c2ccc3c(c2)OCCO3)C1c1ccc(C(=O)OC)cc1 (configuration not stated),28%,0,3,-3,-0.3,9,-1,7,-11
CC(NC(=O)C(=S)N1CCN(C)CC1)c1ccccc1 (configuration not stated),3.6%,-3,6,5,-3.7,3,8,6,-5
Cc1[nH]c2ccccc2c1SCCNC(=O)c1ccc(S(=O)(=O)N2CCCC2)cc1,0.0%,16,-4,-1,1.2,-2,-6,-6,-7
COc1cccc(NC(=O)c2cccc(S(=O)(=O)N3CCN(Cc4ccccc4)CC3)c2)c1,0.2%,-14,3,3,1.1,-2,-5,-4,-7
CCOC(=O)C1=C(C)NC(=S)N(C=O)C1c1ccccc1 (configuration not stated),3.0%,-13,2,2,-4.0,10,4,11,-9
COc1ccc(CC2(CO)CCN(Cc3cccc(OC)c3OC)CC2)cc1,0.3%,-7,10,-8,1.7,-1,-6,10,2
CC(C)Cn1c(SCC(=O)NCc2ccco2)nnc1-c1ccncc1,0.1%,4,2,-11,1.9,8,0,-10,12
Cc1cccc(NC(=O)CCCN=C2NS(=O)(=O)c3ccccc32)c1C,1.1%,0,14,7,2.9,3,.,12,-14
CC(Sc1nnnn1-c1ccc(Cl)cc1)C(=O)NCC(=O)Nc1ccc(F)c(F)c1F (configuration not stated),2.2%,-8,16,-8,0.9,-4,-2,2,24
CCc1nnc(NC(=O)c2ccc(N(C)S(=O)(=O)c3ccccc3)cc2)s1,-1.6%,3,5,11,0.2,-6,-2,10,-5
Cc1ncoc1C(=O)Nc1cccc(Cl)c1,-1.2%,-3,2,16,-1.6,-10,2,4,-7
COc1ccc(C2CC(=O)N(CC(=O)NCC3CCCO3)c3ccccc3S2)cc1OC (configuration not stated),0.3%,-2,-3,6,0.9,4,5,-2,-6

# Entries listed so far marked active in D2 antag.
molecule	D1 antagonist	D1 ag	D2 potentiator	TRHR PAM	D1 PAM	RXFP1 antagonist	D2 antag
COc1cc(CN2CCN(c3ncccn3)CC2)cc(OC)c1	-1	1	-22	-4	-5	1	87*

# Further compounds:
SMILES,RXFP1 agonist,D1 antagonist,D1 ag,D2 potentiator,D2 agonist,TRHR PAM,D1 PAM,RXFP1 antagonist,D2 antag
COc1cccc(N2CCN(C(=O)CCc3nnc4ccc(N5CCCC5)nn34)CC2)c1,12%,-11,2,-4,0.3,-7,-6,29,6
COC(=O)c1cc2c([nH]c3ccccc32)c(C)n1,-0.8%,3,-1,-6,-0.2,-5,-3,.,-9
COc1ccc(C(=O)NCc2ccc(-n3cccc3)cc2)cc1OC,0.0%,6,7,-12,-0.7,2,-1,-2,7
Cc1ccc(NC2CCCN(C(=O)c3ccc(-n4ccnc4)cc3)C2)cc1C (configuration not stated),-4.2%,-2,1,1,0.0,-1,-8,-17,-29
O=[N+]([O-])c1cccc(/C=N/NC2=NCCCCC2)c1,-0.7%,-28,3,-2,-1.3,7,7,0,-1
O=c1c2sc3ccccc3c2n(Cc2ccc(Cl)cc2)c(=O)n1Cc1ccco1,12%,11,2,-5,-0.1,-9,2,.,.
COc1cccc(C(=O)CC2(O)C(=O)N(Cc3ccccc3)c3ccccc32)c1 (configuration not stated),0.4%,-4,4,16,4.8,-1,-3,-3,.
CC(C)(C)NC(=O)c1cnn2c1NC(c1ccc(F)cc1)CC2C(F)(F)F (configuration not stated),0.9%,7,-1,-5,0.8,-1,-4,4,-7
CCOC(=O)c1c(C)[nH]c(C)c1S(=O)(=O)N1CCCC(C(=O)N2CCN(c3cccc(C)c3C)CC2)C1 (configuration not stated),-3.1%,2,5,20,0.1,11,6,-1,.
COc1ccc(N2CCN(S(=O)(=O)CCNC(=O)COc3cccc(OC)c3)CC2)cc1,3.9%&-1.7%,5&-16,4&-1,-6&0,-0.5&0.8,-2&1,-2&-3,-2&1,-8
CC(C)(C)c1csc(NC(=O)c2ccc(Cl)s2)n1,-1.3%,1,0,-1,0.1,-5,-3,-101*,23
S=c1[nH]nc(COc2ccccc2)n1/N=C/c1ccncc1,-0.7%,.,-2,4,-0.4,-4,0,26,-2

# Not all compounds are listed; count on the stated rates, not on these rows.
